Screens: PubChem, several laboratories
VLA-4 inh: inhibition in a human VLA-4 binding assay; VLA-4 expressing cells, ligand binding flow cytometry; inhibition, % (about 7 µM as worked out from the volumes in the protocol); 330,000 compounds, 0.2% hits; in the data active means inhibition above about 50%
GRK2 inh: blocks RNA aptamer binding to human GRK2; inhibition of aptamer binding, % at 10 µM; AID 488847; bead flow cytometry, FAM-aptamer displacement from GRK2; 330,000 compounds, 0.59% hits; P25098;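 active means inhibition of aptamer binding above 40%, roughly 3 SD of noise, on plates passing a quality check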;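 further: median bead fluorescence of bound FAM aptamer so fluorescent compounds give negative values; no value below 0 was filed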
Target sequence (P25098 whole entry, looked up): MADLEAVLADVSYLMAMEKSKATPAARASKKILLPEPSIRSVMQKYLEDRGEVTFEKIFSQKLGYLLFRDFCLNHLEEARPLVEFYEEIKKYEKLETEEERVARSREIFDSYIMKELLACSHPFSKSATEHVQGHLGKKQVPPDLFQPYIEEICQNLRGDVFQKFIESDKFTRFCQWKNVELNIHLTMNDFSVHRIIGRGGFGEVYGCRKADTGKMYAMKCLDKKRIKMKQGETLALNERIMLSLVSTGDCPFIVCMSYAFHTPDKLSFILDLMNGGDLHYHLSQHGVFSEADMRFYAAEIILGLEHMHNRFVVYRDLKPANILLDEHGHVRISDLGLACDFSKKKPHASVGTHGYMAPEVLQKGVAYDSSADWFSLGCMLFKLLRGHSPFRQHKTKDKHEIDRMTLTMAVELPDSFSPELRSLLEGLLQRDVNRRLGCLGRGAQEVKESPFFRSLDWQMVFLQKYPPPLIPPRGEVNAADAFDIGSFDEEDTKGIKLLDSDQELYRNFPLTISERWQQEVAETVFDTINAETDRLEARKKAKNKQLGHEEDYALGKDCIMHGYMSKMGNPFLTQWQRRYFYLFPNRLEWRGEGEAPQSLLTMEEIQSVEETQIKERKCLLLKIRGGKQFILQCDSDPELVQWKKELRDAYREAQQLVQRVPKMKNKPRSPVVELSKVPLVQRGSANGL
PP1 inh: PP1-alpha (human) inhibition in PP5 counter-screen; P62136; purified PP1alpha, OMFP fluorescence; inhibition, % at 6.7 µM; 320,000 compounds, 0.9% hits; AID 2235;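 active means inhibition above the mean inhibition of all tested compounds plus 3 SD, computed separately for each screening campaign, cut at about 15% in these data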
proCasp7 act: counter-screen for procaspase-3 activators: activators of human procaspase-7; P55210; recombinant procaspase-7, Ac-DEVD-pNA absorbance 405 nm; D23A/D198A/D206A triple mutant, cannot self-cleave; scale: DMSO 0, 5 µM enzyme 100; activation, % at 8.5 µM; 330,000 compounds, 0.093% hits; AID 463210;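 active means percent activation above the screen-wide mean plus 3 SD, cut at about 25% in these data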
Target sequence (P55210 whole entry D23A/D198A/D206A): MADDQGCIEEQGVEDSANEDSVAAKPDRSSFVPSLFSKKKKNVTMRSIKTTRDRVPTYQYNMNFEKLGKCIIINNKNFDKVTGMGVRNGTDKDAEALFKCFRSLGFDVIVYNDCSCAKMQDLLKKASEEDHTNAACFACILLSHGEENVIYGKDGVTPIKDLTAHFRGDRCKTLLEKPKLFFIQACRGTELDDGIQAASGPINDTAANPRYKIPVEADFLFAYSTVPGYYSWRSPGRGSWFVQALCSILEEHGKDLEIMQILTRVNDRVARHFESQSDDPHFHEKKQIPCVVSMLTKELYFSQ
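Assay system: Uncleavable procaspase-7 mutant enzyme | Input: 2 µM procaspase-7 mutant as dispensed | Timing: 1 h compound preincubation, 2 h substrate cleavage, 25 °C | Repeats: One well per compound | Control set: DMSO wells as 0%, DMSO with 5 µM added PC-7 as 100% | Technique: Epi-absorbance of released pNA at 405 nm, two timepoints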
HCV core dimer: HCV core protein dimerization inhibition | TR-FRET GST/Flag-core106 dimerization, 1536-well | inhibition, % at 5 µM | 300,000 compounds, 0.33% hits;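 active means inhibition above the mean of all tested compounds plus 3 SD, set per screening campaign, cut at about 45% in these data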
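Assay system: Tagged HCV core106 pair (GST and Flag) | Buffer or medium: KF-containing HEPES buffer, pH 7.45, DTT, CHAPS, BSA | Also added: Eu donor and XL665 acceptor anti-tag antibodies | Dosing: One concentration, 5 µM, in 0.5% DMSO | Timing: 4 h at 22.5 °C | Technique: TR-FRET 671 and 617 nm emission | Repeats: Singlicate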
proCasp3 act: procaspase-3 (human) activation. P42574. recombinant procaspase-3 D3A, Ac-DEVD-pNA absorbance 405 nm. activation, % at 8.5 µM. 330,000 compounds, 0.11% hits;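 active means activation above the mean of all tested compounds plus 3 SD, cut at about 21% in these data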;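 further: 0% = DMSO alone and 100% = DMSO wells spiked with extra 5 µM PC-3 D3A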
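Test system: Procaspase-3 D3A mutant, all three cleavage aspartates alanine | Dosing: Single dose, 8.5 µM nominal compound, 0.8% DMSO | Schedule: 1 h preincubation, 2 h reaction | Technique: 405 nm absorbance of p-nitroaniline, reads at 0 and 120 min | Repeats: One well per compound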
JMJD2C inh: inhibitors of human GASC-1 (JMJD2C) demethylase | Q9H3R0 | GST-JMJD2C(1-420) H3K9me3 demethylation, DELFIA europium | inhibition, % at 2.35 µM | 330,000 compounds, 0.069% hits;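 active means more than half of a compound's replicate wells show inhibition beyond 50%, single wells judged on their own value; inconclusive means some, but no more than half, of replicates pass 50% inhibition; inactive means no replicate passes 50% inhibition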;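 further: signal counts dimethyl H3K9 product captured on neutravidin plate; 0% = median of DMSO wells and 100% = 0.3 times that DMSO median; strong numbers were not always called active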
CTSL1 counter: blocks F. hepatica cathepsin L1 in PFM18AAP counter-screen. recombinant F. hepatica cathepsin L1, Z-Leu-Arg-MCA fluorescence. inhibition, % at 5.96 µM. 300,000 compounds, 0.49% hits. AID 1906;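 active means inhibition above the mean of all tested compounds plus 3 SD, set per screening campaign, cut at about 17% in these data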;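 further: 0% = plate median of test compound wells and 100% = 1 µM Z-Phe-Ala-diazomethylketone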
PP5 inh: inhibitors of human protein phosphatase 5 (PP5) | P53041 | AID 1987 | 320,000 compounds, 0.18% hits | purified PP5c, OMFP substrate fluorescence | inhibition, % at 6.7 µM;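 active means inhibition above the campaign's mean inhibition across all tested compounds plus 3 SD, cut at about 9.5% in these data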;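 further: 0% = DMSO only and 100% = 100 µM cantharidin control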
Active calls of the source: *; u = inconclusive; x = no result given.

Results follow in this order: VLA-4 inh	GRK2 inh	PP1 inh	proCasp7 act	HCV core dimer	proCasp3 act	JMJD2C inh	CTSL1 counter	PP5 inh
CCN(C(=O)CSc1nc2nc(C)cc(C)n2n1)c1ccccc1
→ 13	0	0	-4	-4	-4	-5	-2	-2.7
COC(=O)CCNC(=O)Cn1cnc2sc3c(c2c1=O)CCCC3
→ -3	0	-2	11	-1	-7	7	1	0.3
Cn1c(-c2cc(Br)ccc2O)n[nH]c1=S
→ 2	0	3	13	1	2	x	-3	0.8
Cc1noc(-c2ccc(Cl)cc2)c1C(=O)O/N=C(\N)c1ccc(C(C)(C)C)cc1
→ 3	0	0	3	0	3	-5	-6	2.7
CC(C)OCCCNC(=O)C1CC(=O)N(CCc2ccc(F)cc2)C1 (configuration not stated)
→ 13	0	0	-9	5	-1	8	-3	-0.7
CCCN(CC1CC1)C(=S)Nc1ccc(Oc2ccccc2)cc1
→ 3	3	2	-10	10	-6	-1	1	4.2
Cc1cc(C)cc(N2C(=O)CN(Cc3sccc3C)C2=S)c1
→ -12	0	5	-2	3	3	-4	0	2.4
Cc1noc(C)c1S(=O)(=O)N1CCCC1C(=O)NC(C)(C)C (configuration not stated)
→ -3	0	0	-8	-19	-2	-4	-1	2.3
Cc1nc2ccc(C(=O)N3c4ccccc4CC3C)cc2s1 (configuration not stated)
→ 49	1	-5	9	-2	7	-9	2	-0.4
COc1ccccc1CNS(=O)(=O)c1cc(C)ccc1OC
→ 25	1	-1	4	0	7	4	-2	2.6
COc1ccc(CCNC(=O)CNS(=O)(=O)c2ccc(Br)s2)cc1OC
→ 21	0	0	-6	-1	-6	-5	-4	0.4
CC1CCCN(C(=O)CCNS(=O)(=O)c2ccc3c(c2)c(=O)n(C)c(=O)n3C)C1 (configuration not stated)
→ 6	0	-3	-8	-1	-3	8	-3	-1.2
O=C(COC(=O)C1c2ccccc2Oc2ccccc21)NC1CCS(=O)(=O)C1 (configuration not stated)
→ 33	2	-1	7	-2	1	-7	-1	-1.0
COc1ccc(-c2cc(C(=O)Nc3c(C)nn(Cc4ccccc4Cl)c3C)no2)cc1OC
→ 13	0	4	2	0	9	x	0	3.4
Cc1cc2ncn(/N=C/c3ccc([N+](=O)[O-])s3)c2cc1C
→ 5	0	5	1	-13	-14	-1	2	7.2
O=C(CNC(=O)CNC(=O)c1ccc(Cl)cc1Cl)NCc1cccc(Cl)c1
→ 4	0	2	-4	-11	-4	1	-1	-0.1
Cc1ccc(NC(=O)CC(NCC2CCCO2)C(=O)O)cc1C (configuration not stated)
→ 4	0	0	1	4	-1	45	-3	2.1
COc1ccc(-c2cc(C(F)(F)F)nc(SCC(=O)Nc3ccc4c(c3)OCO4)n2)cc1OC
→ -1	1	1	-6	-2	-7	6	-1	0.6
Cc1ccc(C(=O)CSc2nc3ccccc3c(=O)[nH]2)cc1C
→ -2	61*	1	1	7	4	-10	0	3.7
c1ccc(CNc2nc3ccccc3n3cnnc23)cc1
→ -2	1	-2	5	8	9	2	1	-0.8
COc1ccc(OCC(=O)Nc2ccc(N3CCOCC3)cc2)c([N+](=O)[O-])c1
→ 4	0	0	-2	2	-4	-10	-2	-0.7
O=C(CN(C(=O)CCC(=O)Nc1nccs1)c1ccccc1F)NCCc1ccccc1
→ -5	0	2	9	-3	-4	1	-4	-0.9
O=S(=O)(c1ccccc1)c1nc(-c2ccco2)oc1N1CCCCCC1
→ 7	2	0	4	9	-3	3	-1	3.0
CC(=O)NCCC1CCN(C(=O)c2cc(COc3ccc(C)nc3)on2)CC1
→ 15	1	-4	8	-6	6	-4	-2	0.2
CCOc1cc(CNS(=O)(=O)c2ccc3c(c2)CC(=O)N3C)cc(OCC)c1OCC
→ -9	1	-2	6	4	4	-3	-3	-0.1
COc1ccc(C(=O)Nc2nc3c(s2)Cc2cc(OC)ccc2-3)cc1
→ -1	0	5	-7	20	8	10	3	0.5
CC(C)(Oc1ccc(Cl)cc1)C(=O)NCc1n[nH]c(=O)c2ccccc12
→ 6	0	-3	0	4	11	3	-1	1.5
Cc1cc(C)nc(Oc2ccc(Br)cc2Br)n1
→ -6	0	-2	8	0	-1	-11	7	0.3
COc1ccc(NC(=O)N2CCC(n3nnc4cc(C)ccc43)CC2)cc1
→ -7	0	1	10	-6	-1	-13	3	-1.3
CN(c1ccccc1)S(=O)(=O)c1ccc2c(c1)oc(=O)n2C
→ 0	2	-3	-4	-6	1	-1	1	-2.5
CCN1C(=O)/C(=C\c2cn(CCC#N)nc2-c2ccc(F)cc2)SC1=S
→ 5	0	-1	-7	7	-2	-1	-1	-1.1
CCOC(=O)CSc1nc2c(c(=O)n(C)c(=O)n2C)n1Cc1ccccc1F
→ -4	2	-1	10	-7	3	13	2	-0.9
COc1ccc(CCNC(=O)c2cccc(NS(=O)(=O)c3ccccc3F)c2)cc1OC
→ -14	0	-7	-5	-3	-3	48	-3	1.7
CCN(CC)S(=O)(=O)c1ccc(Cl)c(C(=O)Oc2cccnc2)c1
→ 9	1	2	3	-2	-10	-2	-1	-0.1
Cc1cccc(C(=O)NCC(c2ccco2)N2CCc3ccccc32)c1 (configuration not stated)
→ -6	5	0	5	-1	-2	44	5	0.9
COc1ccc(CC(=O)O/N=C(\N)c2ccc(C)cc2)cc1
→ -8	0	-4	0	-1	5	-19	-1	-1.1
CCNC(=O)CN(CCc1ccccc1)S(=O)(=O)c1ccc(OC)cc1
→ -1	2	1	0	-7	-1	8	-3	0.1
CCOC(=O)N1CCN(C(=S)NC(=O)c2cccc(OC)c2)CC1
→ 1	2	x	-2	x	-4	-5	x	x
CN(C(=O)CSc1nnc(-c2ccco2)o1)C1CCCCC1
→ 2	0	0	9	-1	4	0	-2	-0.2
O=C(O)C1(c2ccccc2)CCN(S(=O)(=O)c2cccs2)CC1
→ -1	0	0	1	-3	3	-2	0	3.6
COCCN1C(=O)N[C@@H](c2ccccc2)[C@H](C(=O)OC)[C@H]1C
→ 16	0	-1	8	-2	2	-6	0	0.3
Cc1cccc(-n2nc(C(=O)c3ccco3)cc(-c3nc4ccccc4[nH]3)c2=N)c1
→ -7	5	-2	1	11	0	0	2	2.9
COc1ccc(/C=N/NC(=O)CCn2nc(C)cc2C)cc1
→ 13	0	-8	6	-2	1	2	0	0.3
C=CCNC(=O)C12CCC(C)(C(=O)C1Br)C2(C)C (configuration not stated)
→ 4	1	-4	-5	-11	-2	0	-2	1.9
CCOC(=O)N1CCN(C(=O)/C(=C/c2ccc(N(C)C)cc2)NC(=O)c2ccccc2)CC1
→ 44	0	-5	0	x	-10	8	x	-0.9
COC(=O)c1cccc(Oc2nc3c(c(=O)n(C)c(=O)n3C)n2Cc2ccc(C)cc2)c1
→ 13	1	-2	1	7	-1	7	-3	-2.0
Cc1c(C(=O)NCC2CCCO2)oc2ccc(S(=O)(=O)N3CCCCC3)cc12 (configuration not stated)
→ 33	5	-4	1	-23	5	7	2	2.4
CC(C)(C)[C@H]1C=C(C(=O)N2CCN(Cc3ccc4c(c3)OCO4)CC2)O[C@@H](OCc2ccc(CO)cc2)C1
→ x	x	2	-6	1	14	11	1	3.0
COc1ccc(-c2cc(C(=O)OCC(=O)NC(C)(C)C)c3ccccc3n2)cc1
→ -5	0	-1	3	4	6	-6	-2	2.0
Cc1ccc(-c2csc(N(CCc3ccccc3)C(=O)COc3ccccc3)n2)cc1
→ 37	0	-4	4	5	6	-27	-2	-2.0
O=C(c1ccccc1[N+](=O)[O-])N1CCCC(C(=O)N2CCCCCC2)C1 (configuration not stated)
→ 3	0	2	6	1	2	-3	0	-1.1
CCCCN(C(=O)c1ccccc1F)c1c(N)n(CCC)c(=O)[nH]c1=O
→ 7	0	-5	-2	6	1	8	1	-1.3
O=C(Nc1ccccc1F)c1cc2nc(C(F)F)cc(C(F)F)n2n1
→ -1	7	2	-7	-1	4	12	2	4.0
O=C(CNC(=O)c1ccc(Cl)cc1Cl)OCc1nnc(-c2ccccc2)o1
→ -3	1	-3	14	1	11	4	-11	-0.8
Cc1ccc(-c2nn(-c3ccccc3)cc2C(=O)N2CCOCC2)cc1C
→ 14	2	-3	13	0	-5	29	1	1.4
O=C(NC1CC2CCC(C1)N2C(=O)NC1CCCCC1)NC12CC3CC(CC(C3)C1)C2 (configuration not stated)
→ 25	2	-2	-6	6	7	-12	0	0.5
COc1ccc(C(=O)NCc2nnc(SCC(=O)NCc3ccco3)o2)cc1
→ 15	1	-2	-13	0	8	9	-6	1.9
CCCCn1c(CCc2ccccc2)nc2cc3[nH]c(=O)c(C(C)C)nc3cc21
→ -10	3	10	-3	8	-2	-1	2	6.3
CCCNC(=O)C(=O)NCCC1=CCCCC1
→ 5	1	-1	0	-6	6	-3	-4	2.3
CCc1ccc(-c2nc(C(N)=O)c3[nH]c(=O)n(-c4ccccc4OC)c3n2)cc1
→ 15	0	6	8	5	5	2	2	2.7

Carrying on.
Results follow in this order: VLA-4 inh	GRK2 inh	PP1 inh	proCasp7 act	HCV core dimer	proCasp3 act	JMJD2C inh	CTSL1 counter	PP5 inh
CC1(C)Cc2c(c(N3CCCC3)nc3sc4c(N5CCN(CCO)CC5)ncnc4c23)CO1
→ 14	0	2	4	2	5	-7	-3	2.0
O=C(/C=C/c1ccc(OCCCF)cc1)Nc1ccnc(-c2ccncc2)n1
→ -14	0	16*	-1	8	5	0	12	2.9
Cc1occc1-c1nnc(SCC(=O)NC2CCCC2)n1C
→ 10	1	-5	2	10	10	-2	2	-0.5
COc1cc2c(cc1OC)C(C)N(C(=O)CCc1c[nH]c3ccccc13)CC2 (configuration not stated)
→ -10	0	-4	6	3	5	5	-1	1.8
C/C(=N\Nc1nc(N2CCOCC2)nc(N2CCOCC2)n1)c1cccc([N+](=O)[O-])c1
→ 4	2	-6	3	-1	0	34	-4	0.2
COc1cc(/C=N/NC(=O)c2cccc([N+](=O)[O-])c2)ccc1OCc1ccccc1
→ 7	2	0	-2	7	0	10	6	-0.1
CCOC(=O)c1[nH]c2cc3c(cc2c1NC(=O)CN1CC(C)CC(C)C1)OCO3 (configuration not stated)
→ 7	1	-2	8	6	7	-3	3	2.8
CC(OC(=O)COc1ccc(C#N)cc1)C(=O)Nc1ccc(Cl)cn1 (configuration not stated)
→ -2	2	-1	9	-6	-1	u	-13	-0.3
CCOC(=O)N1CCN(C(=O)CNC(=O)Cn2cnc3ccccc3c2=O)CC1
→ 1	1	-10	15	-9	14	-14	-9	-0.4

3 entries out of the list above, sorted by the value under proCasp3 act, low to high.
SMILES	proCasp3 act
C/C(=N\Nc1nc(N2CCOCC2)nc(N2CCOCC2)n1)c1cccc([N+](=O)[O-])c1	0
CC1(C)Cc2c(c(N3CCCC3)nc3sc4c(N5CCN(CCO)CC5)ncnc4c23)CO1	5
CCOC(=O)c1[nH]c2cc3c(cc2c1NC(=O)CN1CC(C)CC(C)C1)OCO3 (configuration not stated)	7
